Assay outcomes deposited in PubChem BioAssay by several laboratories.
A549 proliferation: A549 NSCLC cell proliferation inhibitors – ATP luminescence, human non-small cell lung line, primary screen (AID 371); A549 growth inhibition, ATP luminescence; active compounds read high; actives 8.4% (n = 3,300); growth inhibition, % at 10 µM;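 active = mean growth inhibition over the two runs of 50% or more; inactive = mean growth inhibition under 50%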;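 also: compound exposure lasted 72 h before the ATP read; 0% = untreated cell signal and 100% = no luminescence left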
HT29 cell growth-1: HT29 colon tumor cell growth inhibition, primary screen, imaging, high content imaging, 24 h, CellTiter-Glo (AID 770). growth inhibition, % at 10 µM. HT29 cell number by imaging, 24 h; active compounds read high. 3,300 tested, under 10 active;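 active = growth inhibition above 90% in viable cell count at a single dose; inactive = growth inhibition below 90%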
AID364: cytotoxicity toward Jurkat T cells, primary screen, cell-based, Jurkat E6.1, NIH starter set (AID 364); Jurkat E6.1 viability, ATP luminescence, 48 h; higher % means a stronger effect; inhibition, % at 4 µM; hits with a dose series show CC50 in µM; actives 2% (n = 3,300);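 active = concentration giving half-maximal inhibition at or below 20 micromolar; inactive = half-maximal concentration above 20 micromolar, or not dose tested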;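 also: 100% = cells treated with 4 µM doxorubicin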
AID772: HT29 colon tumor cell growth inhibition, primary screen, imaging, high content imaging, 72 h, CellTiter-Glo (AID 772); growth inhibition, % at 10 µM; HT29 cell growth, HCS imaging cell count, 72 h; active compounds read high; actives 0.6% (n = 3,300);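 active = growth inhibition above 90%, meaning viable cell count cut by more than 90% versus vehicle controls; inactive = growth inhibition below 90%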
HT29 cell growth-2: HT29 colon tumor cell growth inhibition, primary screen, imaging, high content imaging, 48 h, CellTiter-Glo (AID 771). HT29 cell growth, HCS imaging cell count, 48 h; active compounds read high. growth inhibition, % at 10 µM. actives 2% (n = 3,300);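 active = growth inhibition above 90%, meaning viable cell count by imaging cut by more than 90% versus vehicle controls; inactive = growth inhibition below 90%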;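 also: percent fewer viable cells counted by imaging than vehicle controls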
HT29 cell growth-1 condensed nuclei: also measured in HT29 cell growth-1; calls as there; condensed nuclei, %; measured here: percent cells with condensed nuclei;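 share of cells whose nuclear area falls below control median minus 1.5 SD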
HT29 cell growth-1 ATP viability: further read-out of HT29 cell growth-1, marked with its call; growth inhibition, %; measured here: ATP CellTiter-Glo viability
HT29 cell growth-2 condensed nuclei: recorded beside HT29 cell growth-2, whose call it bears; condensed nuclei, %; measured here: percent cells with condensed nuclei;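 condensed means Hoechst nuclear area under control median minus 1.5 SD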
HT29 cell growth-2 ATP viability: second read-out of HT29 cell growth-2, no call of its own (marks repeat the call); growth inhibition, %; measured here: ATP CellTiter-Glo viability inhibition
AID772 condensed nuclei: second read-out of AID772, no call of its own (marks repeat the call); condensed nuclei, %; measured here: percent cells with condensed nuclei;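 condensed means nuclear area below control median minus 1.5 SD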
AID772 second: also measured in AID772; calls as there; growth inhibition, %; measured here: ATP CellTiter-Glo viability
* marks the source's active call; other numbers are inactive results; . = no result given. Only part of the results is shown; the hit share may differ from the screen's.

no.	compound	AID772 second	AID772 condensed nuclei	HT29 cell growth-2 condensed nuclei	HT29 cell growth-2	AID364	HT29 cell growth-1 ATP viability	AID772	A549 proliferation	HT29 cell growth-1 condensed nuclei	HT29 cell growth-2 ATP viability	HT29 cell growth-1
1	COc1ccc2[nH]cc(C(=O)CN(C)CCc3ccc(OC)c(OC)c3)c2c1	55	6	1.4	28	14%	17	55	15	2.7	26	9
2	CCN(CC)c1nc(C)c2c(c1C#N)CC(C)(C)OC2	-10	3	2.0	34	13%	2	-58	11	2.7	-11	35
3	COc1cccc(C2CC(c3ccccc3Cl)n3nc(N)nc3N2)c1 (stereo unspecified)	-28	5	2.1	12	-12%	-4	-25	7	2.1	-5	-20
4	C=CCn1c(N)c(C(=O)OC(C)(C)C)c2nc3ccccc3nc21	65	8	2.7	56	7%	-4	79	19	2.0	25	-8
5	CN1c2ccccc2N(C)C1c1c(O)ccc2ccccc12	-15	7	8.3	6	-2%	6	-66	5	2.0	15	5
6	CCCCCCCC(=O)OCC(=O)[C@@]1(O)CC[C@H]2[C@@H]3CCC4=CC(=O)CC[C@]4(C)[C@H]3[C@@H](O)C[C@@]21C	-20	2	1.9	-32	7%	-14	-33	27	3.3	.	1
7	COc1ccccc1-c1nn2c(-c3ccco3)nnc2s1	-32	3	3.9	4	-6%	1	-64	22	5.3	-4	30
8	CCCc1cc(C(=O)Cc2ccc(F)cc2)c(O)cc1O	-18	4	4.1	0	-2%	-23	11	90*	3.8	-6	-32
9	CO[C@@]1(NC(=O)CSCC#N)C(=O)N2C(C(=O)O)=C(CSc3nnnn3C)CS[C@@H]21	-1	0	1.4	-23	1%	-7	27	-1	1.1	.	1
10	CN(CC(O)COc1ccc(OCC(O)CN(C)C2CCCCC2)cc1)C1CCCCC1 (stereo unspecified)	-31	2	17	34	2%	-5	-8	50*	3.0	2	5

One compound at a time, as listed above. Order of screens: AID772 second | AID772 condensed nuclei | HT29 cell growth-2 condensed nuclei | HT29 cell growth-2 | AID364 | HT29 cell growth-1 ATP viability | AID772 | A549 proliferation | HT29 cell growth-1 condensed nuclei | HT29 cell growth-2 ATP viability | HT29 cell growth-1
COc1ccccc1-c1nn2c(-c3ccco3)nnc2s1 across the screens: -32 | 3 | 3.9 | 4 | -6% | 1 | -64 | 22 | 5.3 | -4 | 30
C=CCn1c(N)c(C(=O)OC(C)(C)C)c2nc3ccccc3nc21 across the screens: 65 | 8 | 2.7 | 56 | 7% | -4 | 79 | 19 | 2.0 | 25 | -8

Single entries from the entries so far:
HT29 cell growth-1 condensed nuclei result of `CO[C@@]1(NC(=O)CSCC#N)C(=O)N2C(C(=O)O)=C(CSc3nnnn3C)CS[C@@H]21` : 1.1
AID364 result of `COc1cccc(C2CC(c3ccccc3Cl)n3nc(N)nc3N2)c1` (stereo unspecified) : -12%
HT29 cell growth-1 result of `COc1ccccc1-c1nn2c(-c3ccco3)nnc2s1` : 30

Laid out differently: results already given
5) CN1c2ccccc2N(C)C1c1c(O)ccc2ccccc12
6) CCCCCCCC(=O)OCC(=O)[C@@]1(O)CC[C@H]2[C@@H]3CCC4=CC(=O)CC[C@]4(C)[C@H]3[C@@H](O)C[C@@]21C
7) COc1ccccc1-c1nn2c(-c3ccco3)nnc2s1
8) CCCc1cc(C(=O)Cc2ccc(F)cc2)c(O)cc1O

Screen / compound no.	5	6	7	8
AID772 second	-15	-20	-32	-18
AID772 condensed nuclei	7	2	3	4
HT29 cell growth-2 condensed nuclei	8.3	1.9	3.9	4.1
HT29 cell growth-2	6	-32	4	0
AID364	-2%	7%	-6%	-2%
HT29 cell growth-1 ATP viability	6	-14	1	-23
AID772	-66	-33	-64	11
A549 proliferation	5	27	22	90*
HT29 cell growth-1 condensed nuclei	2.0	3.3	5.3	3.8
HT29 cell growth-2 ATP viability	15	.	-4	-6
HT29 cell growth-1	5	1	30	-32

Going on with the list.
no.	compound	AID772 second	AID772 condensed nuclei	HT29 cell growth-2 condensed nuclei	HT29 cell growth-2	AID364	HT29 cell growth-1 ATP viability	AID772	A549 proliferation	HT29 cell growth-1 condensed nuclei	HT29 cell growth-2 ATP viability	HT29 cell growth-1
11	Cc1ccc2cc(CN(C(=O)c3ccco3)c3ccccc3)c(=O)[nH]c2c1	-60	6	2.9	16	4%	-7	-82	-2	7.1	-24	23
12	CN1CCN(Cc2c(O)c(Cl)cc3c(-c4ccccc4)cc(=O)oc23)CC1	-3	5	1.6	9	12%	-9	30	-13	3.2	-7	-52
13	COC(=O)CSc1nc(-c2cccs2)ccc1C#N	53	6	4.4	13	10%	-6	81	15	5.0	0	-34
14	C/C(NC(=O)c1ccccc1F)=C1\C(=O)C[C@@H]2[C@H]1C2(C)C	3	5	2.3	51	-13%	-4	-7	15	3.1	11	-18
15	Cc1ccc(S(=O)(=O)NC(=O)Nc2ncc3c(n2)CC(c2ccco2)CC3=O)cc1 (stereo unspecified)	21	3	2.9	37	0%	0	43	4	2.7	11	-27
16	C=CCn1c(SCC(=O)NC23CC4CC(CC(C4)C2)C3)nc(O)cc1=O	-17	8	2.0	19	0%	3	-12	1	4.5	2	38
17	CCOc1ccc(N=C2C(=O)N(CN3CCOCC3)c3ccccc32)cc1	-42	4	3.4	-60	4%	-12	-106	20	3.8	-9	-43
18	CC(C)Cc1nc(NCCN2CCOCC2)c(C#N)c2c1COC(C)(C)C2	3	16	1.9	44	1%	-9	41	14	2.1	1	10
19	COC(=O)c1ccc(C2/C(=C(/O)c3ccc(OC)cc3)C(=O)C(=O)N2Cc2ccco2)cc1 (stereo unspecified)	-25	2	2.3	-6	6%	0	-62	0	4.2	-6	27
20	C=CCc1cccc(/C=N/n2cnnc2)c1O	20	13	2.5	5	-1%	1	35	2	2.3	5	22
21	Cn1c(NCC(O)c2ccccc2)nc2c1c(=O)n(Cc1ccc(Cl)c(Cl)c1)c(=O)n2C (stereo unspecified)	84	14	11	87	-2%	23	59	88*	1.9	72	46
22	CC(C)Cc1nc(N2CCN(C(=O)Cc3ccccc3)CC2)c(C#N)c2c1COC(C)(C)C2	8	5	1.1	8	3%	-6	2	6	0.9	5	-45
23	COc1ccc(-c2onc(C)c2-c2ccccc2)c(O)c1	20	7	3.2	22	33%	-2	46	52*	4.3	4	25
